Bioassay records from PubChem BioAssay.
FXIIa inh: human FXIIa protease inhibitors, primary screen, biochemical, 1536-well; Coagulation factor XII (Homo sapiens), P00748; purified FXIIa, Boc-QGR-AMC fluorogenic substrate, 2 h; 0.3% of 220,000 active; inhibition, % at 5 µM; AID 800, 2007; in the data active = inhibition above about 40%;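 also: 0% = enzyme with no compound and 100% = blank without enzyme; many of its hits are not listed in these tables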
Rad51 HR inh: human RAD51 strand exchange inhibitors, primary screen, biochemical, fluorescence. DNA repair protein RAD51 homolog 1 (Homo sapiens), Q06609. hRad51 DNA strand exchange, fluorescence dequenching. inhibition, % at 10 µM. 0.085% of 200,000 active. AID 1385, 2008;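 active = inhibition above 40% at the single screening dose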;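 also: 0% = DMSO control wells and 100% = blanks with heterologous ssDNA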
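material = hRad51 filaments on single-stranded DNA | reagent = Donor/quencher-labelled 47-bp dsDNA substrate | compound = 10 µM final, single point | schedule = strand-exchange reaction 15 min at room temperature | measured by = fluorescein emission 520 nm, excitation 485 nm | read-out basis = % inhibition versus plate control and blank means | benchmarks = plate controls and plate blanks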
Calpain2 inh: inhibitors of pig calpain II, primary screen, biochemical, fluorogenic peptide substrate, 1536-well. inhibition, % at 16 µM. purified calpain II, 30 min. AID 1236, 2008. 0.37% of 220,000 active;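 active = inhibition above about 50%, limit read from the data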
PERK inhibitor: block of dimerizer-induced PERK translation repression, primary screen, PERK inhibitor project, CHO PERK-DD cells, SEAP luminescence, HTS; Eukaryotic translation initiation factor 2-alpha kinase 3 (Homo sapiens), Q9NZJ5; CHO PERK-DD fusion, SEAP luminescence translation reporter; inhibition, % at 5.6 µM; 0.17% of 220,000 active; AID 1416, 2008;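 active = inhibition above the mean inhibition of all tested compounds plus 3 SD, set separately per screening campaign, cut at about 2.9% in these data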;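 also: PERK kinase domain activated by AP20187 dimerizer at 100 nM; 0% = DMSO with dimerizer and 100% = rapamycin at 8.4 µM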
KCC2 mod: KCC2 cotransporter modulators, thallium flux, primary screen, cell-based, HEK293 KCC2, FluoZin-2 fluorescence, MLSMR | Solute carrier family 12 member 5 (Homo sapiens), Q9H2X9 | KCC2 cells, thallium flux FluoZin-2 fluorescence | B-score of Tl+ flux slope (higher = more flux/activation; lower = inhibition) at 10 µM | 2.2% of 190,000 active | AID 1456, 2008;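 active = thallium flux slope and its plate-corrected score both differing from the plate sample mean at a set confidence after two filtering rounds, in either direction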;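 also: slope of fluorescence scaled to starting intensity during 10 to 20 s after thallium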
Thrombin inh: human alpha-thrombin inhibitors, primary screen, counter-screen for coagulation protease inhibitor project, biochemical, 1536-well, fluorogenic AMC substrate. Prothrombin (Homo sapiens), P00734. Boc-VPR-AMC fluorogenic substrate cleavage. inhibition, % at 5 µM. 0.26% of 220,000 active;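 active = inhibition at or above 40%; inactive = inhibition below 40%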;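 also: 0% = enzyme with no compound and 100% = wells without enzyme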
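System – human alpha-thrombin protein · Reagent – Boc-VPR-AMC substrate, 15 µM final · Compound – 5 µM single dose in 0.2% DMSO · Schedule – reaction at room temperature · Technique – AMC fluorescence at 355 nm excitation and 460 nm emission · Read-out basis – % inhibition relative to enzyme controls and enzyme-free blanks · Control set – no-compound enzyme wells and no-enzyme blanks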
Furin inhibitor: human furin inhibitors, primary screen, biochemical, fluorescence intensity. P09958. purified furin, fluorogenic substrate cleavage. inhibition, % at 30 µM. 0.061% of 220,000 active. AID 463115, 2010; in the data active = inhibition above about 25%; also: inactives centre near -15
Target sequence (P09958 108-714 limits assumed): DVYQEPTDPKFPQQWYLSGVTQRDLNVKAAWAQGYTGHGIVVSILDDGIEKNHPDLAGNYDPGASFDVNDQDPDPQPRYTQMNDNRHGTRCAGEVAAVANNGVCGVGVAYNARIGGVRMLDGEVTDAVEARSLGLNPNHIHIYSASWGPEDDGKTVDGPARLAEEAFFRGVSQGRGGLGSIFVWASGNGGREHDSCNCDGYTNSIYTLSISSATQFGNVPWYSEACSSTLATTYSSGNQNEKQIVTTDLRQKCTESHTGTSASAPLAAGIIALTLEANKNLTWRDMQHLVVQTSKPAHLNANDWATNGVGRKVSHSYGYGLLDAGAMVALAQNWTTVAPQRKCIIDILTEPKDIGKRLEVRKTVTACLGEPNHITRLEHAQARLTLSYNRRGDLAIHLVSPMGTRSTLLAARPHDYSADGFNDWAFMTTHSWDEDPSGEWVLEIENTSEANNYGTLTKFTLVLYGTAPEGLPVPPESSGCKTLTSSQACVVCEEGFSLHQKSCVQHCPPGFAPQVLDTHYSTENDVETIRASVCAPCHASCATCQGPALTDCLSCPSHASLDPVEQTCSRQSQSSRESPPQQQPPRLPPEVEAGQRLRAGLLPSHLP
FXIa inh: human FXIa protease inhibitors, primary screen, biochemical, 1536-well; Coagulation factor XI (Homo sapiens), P03951; purified FXIa, Boc-Glu-Ala-Arg-AMC fluorogenic substrate; inhibition, % at 5 µM; 0.14% of 220,000 active; AID 798, 2007;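 active = inhibition of at least 40%; inactive = inhibition below 40%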;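 also: fluorescence of freed AMC excited at 355 nm; 0% = enzyme without compound and 100% = no enzyme blank; many of its hits are not listed in these tables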
KLK5 inh: human KLK5 protease inhibitors, primary screen, biochemical, 1536-well; Kallikrein-5 (Homo sapiens), Q9Y337; recombinant hK5, fluorogenic AMC substrate cleavage; inhibition, % at 5 µM; 0.59% of 210,000 active;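 active = inhibition of 40% or more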;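 also: 0% = enzyme controls without compound and 100% = no-enzyme blanks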
Target sequence (Q9Y337 67-293 limits assumed): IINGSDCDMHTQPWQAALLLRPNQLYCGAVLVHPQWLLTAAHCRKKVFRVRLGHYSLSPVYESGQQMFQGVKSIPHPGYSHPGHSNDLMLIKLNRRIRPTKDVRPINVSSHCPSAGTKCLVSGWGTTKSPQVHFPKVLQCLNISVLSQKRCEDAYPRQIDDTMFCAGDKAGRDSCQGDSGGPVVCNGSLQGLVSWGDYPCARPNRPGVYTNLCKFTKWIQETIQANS
An asterisk follows results filed as active; i = inactive; . = no result given; [ ] = remark or other dose.

Each structure is followed by: PERK inhibitor, Rad51 HR inh, Thrombin inh, Furin inhibitor, Calpain2 inh, KLK5 inh, KCC2 mod, FXIa inh, FXIIa inh
CCOCc1nnc(NC(=O)c2cc(OC)cc(OC)c2)s1
→ 0.2, 30, -9, -26, -2, 7, 0.18, 0, 8
O=C(CCN1C(=O)c2ccccc2C1=O)NNC(=O)c1ccc(Cl)cc1Cl
→ -0.3, -5, 0, -2, 25, -18, -1.2, 5, 6
CCn1nc(C)cc1-c1nnc(SCC(=O)Nc2ccccc2)n1CCCOC
→ -1.5, 5, 0, -13, -1, 3, 0.38, 3, 0
COc1ccccc1N1CCN(/N=C/C(Cl)=C/c2ccccc2)CC1
→ 0.8, ., 0, -25, 1, 2, 0.27, 2, 8
Cc1cc(C)nc(NS(=O)(=O)c2ccc(NC(=O)c3ccc(S(=O)(=O)N4CCOCC4)cc3)cc2)n1
→ -0.6, -4, 10, -34[20 µM], 3, 37, ., 0, 5
O=C(CSCc1ccc(Cl)cc1)N/N=C/c1ccccc1
→ 1.2, -1, 0, -14[20 µM], -2, -8, -0.15, 1, 8
c1ccc(-c2cn(-c3ccccc3)c3ncnc(N4CCCCC4)c23)cc1
→ 0.3, -1, -5, -8, 53*, -4, 1.6, 3, 11
O=C(CSc1nnc(CNC(=O)c2c(F)cccc2Cl)o1)Nc1ccc2c(c1)OCCO2
→ -0.2, 1, -1, -21[20 µM], 11, -1, -0.0068, 0, 12
O=C(CSc1ncn[nH]1)c1ccccc1
→ -0.8, 0, -9, -22, -20, -3, 0.75, 2, 1
Cc1nc2ccccc2c(=O)n1NC(=O)c1ccc([N+](=O)[O-])cc1Cl
→ -0.1, -3, -10, -3, 31, -7, -0.15, -2, 5
O=C(CSc1nnc(Cn2c(=O)sc3ccccc32)n1-c1ccccc1)NCc1ccco1
→ 0.3, 1, 2, -22, 10, -7, -0.025, 9, 17
O=C(COC(=O)CNC(=O)c1cccc([N+](=O)[O-])c1)Nc1cccc(S(=O)(=O)N2CCCCC2)c1
→ 1.5, 16, 2, -18, 29, -11, 0.037, 17, 8
COc1ccc(N(CC(=O)NC2CCCCC2)C(=O)CNC(=O)c2ccco2)cc1OC
→ 0.6, 3, 0, -7[20 µM], 0, 2, 0.47, 12, 18
Cc1ccc(NC(=O)C2C(c3ccccc3)C=CC(c3ccccc3)C2C(=O)O)cc1 (stereo unspecified)
→ 0.4, 6, -2, -4[20 µM], -88, -5, -0.2, 1, 15
C=CCNC(=O)CSc1nc2scc(-c3ccco3)c2c(=O)n1CC=C
→ 0.1, 4, -2, -25, -28, 0, -0.68, 0, 7
CO/N=C\CC(=O)Nc1ccc(Cl)c(Cl)c1
→ 0.1, 18, -1, -18, -37, -6, 0.0063, -3, 4
COCC(=O)N1CCN(c2nc3ccccc3o2)CC1
→ 0.6, -36, -4, -25, -2, 0, 0.077, -4, 3
C/C(=N\N1CCN(c2ccccc2)CC1)c1ccncc1
→ -0.6, -10, -6, -15, 10, 8, 0.57, -7, 2
Cc1ccc(S(=O)(=O)N2CCOCC2)cc1C(=O)OCC(=O)NC1CCS(=O)(=O)C1 (stereo unspecified)
→ 1.4, 9, -2, -12, -6, -15, -0.54, 8, 7
CCn1c(SCC(=O)c2ccc3ccccc3c2)nnc1-c1ccco1
→ -0.3, -6, -7, -16[20 µM], -176, -8, -4.1, -6, -1
Cc1ccc(OCCOCCNC(C)(C)C)c([N+](=O)[O-])c1
→ -1.0, 1, -1, -3, -4, -11, 0.25, -6, 6
Cn1cccc1Cc1nnc(SCC(=O)NCc2ccco2)n1CCc1ccccc1
→ -2.2, -2, 3, -5, -113, -5, ., -1, 8
CC1CCCC(NC(=O)CC2Nc3ccccc3NC2=O)C1C (stereo unspecified)
→ -1.3, ., 5, -12, -28, -3, ., 4, 12
O=[N+]([O-])c1cc(C(F)(F)F)cc([N+](=O)[O-])c1Sc1n[nH]c(C(F)(F)F)n1
→ 1.1, 5, -2, -6, 23, -8, 0.13, -4, 0
COc1cc(CCc2ccc3c(c2)OCO3)oc(=O)c1
→ ., -2, 4, -30, 2, 1, 0.28, 2, 7
CCOC(=O)c1cc(C)nc(SC)c1C#N
→ 0.3, -7, -1, -8, 24, -3, ., 2, 6
CC(=O)Nc1cc[n+](C(C)C(=O)c2ccc(Cl)cc2)cc1 (stereo unspecified)
→ 1.8, 6, -6, -22, -19, 1, ., 4, 4
CC(=O)NC1=NN(C(C)=O)C(c2ccc(C(C)C)cc2)S1 (stereo unspecified)
→ 0.8, 0, -6, -9, 17, -12, -0.69, 5, 8
Cc1ccc(S(=O)(=O)N(NC2=NS(=O)(=O)c3ccccc32)C(=O)c2ccccc2)cc1
→ 0.0, 5, 3, 8, -12, -13, -0.3, 1, 11
CCOC(=O)Cn1c(CN(C)Cc2ccccc2)nc2c1c(=O)n(C)c(=O)n2C
→ -0.4, -4, ., 10[20 µM], ., ., -0.82, ., .

Another view of some results above.
Structure,PERK inhibitor,Rad51 HR inh,Thrombin inh,Furin inhibitor,Calpain2 inh,KLK5 inh,KCC2 mod,FXIa inh,FXIIa inh
CCOC(=O)c1cc(C)nc(SC)c1C#N,0.3,-7,-1,-8,24,-3,.,2,6
CC(=O)Nc1cc[n+](C(C)C(=O)c2ccc(Cl)cc2)cc1 (stereo unspecified),1.8,6,-6,-22,-19,1,.,4,4
CC(=O)NC1=NN(C(C)=O)C(c2ccc(C(C)C)cc2)S1 (stereo unspecified),0.8,0,-6,-9,17,-12,-0.69,5,8
Cc1ccc(S(=O)(=O)N(NC2=NS(=O)(=O)c3ccccc32)C(=O)c2ccccc2)cc1,0.0,5,3,8,-12,-13,-0.3,1,11
CCOC(=O)Cn1c(CN(C)Cc2ccccc2)nc2c1c(=O)n(C)c(=O)n2C,-0.4,-4,.,10[20 µM],.,.,-0.82,.,.

Continued:
Each structure is followed by: PERK inhibitor, Rad51 HR inh, Thrombin inh, Furin inhibitor, Calpain2 inh, KLK5 inh, KCC2 mod, FXIa inh, FXIIa inh
O=C(NC(=S)Nc1ccc2oc(=O)ccc2c1)c1ccc(-c2cccc(Cl)c2Cl)o1
→ 0.8, 1, -3, -8, 26, -33, 3.3, 5, 12
CCOc1ccccc1/C=N/OCC(=O)NCc1ccc(F)cc1
→ 0.5, 4, -2, -15, 11, 4, -0.68, -1, 11
CCOC(=O)c1c(NC(=O)C(=O)N/N=C/c2ccc(O)c(OC)c2)sc2c1CCCCC2
→ 0.0, -7, -9, -3, -65, -17, 0.48, 5, 6
CCOc1c2ccc(C(=O)NCc3ccc4c(c3)OCO4)cc2nn1CCOC
→ 1.2, 9, -4, -29[20 µM], i, -53, -1.3, -7, 2
COc1ccccc1C1CC(=O)NC(C)=C1C(=O)OCC(C)C (stereo unspecified)
→ -1.3, 5, 2, -14, 4, -7, 0.012, -3, -1
CC1CC(c2ccccc2)n2nc(N3C(=O)c4ccccc4C3=O)nc2N1 (stereo unspecified)
→ 0.9, -2, 0, -23, 10, 0, -0.19, -8, 6
Cc1cc(C(=O)CN(Cc2ccc(F)cc2)S(=O)(=O)c2ccc3c(c2)OCCO3)c(C)n1C
→ -0.8, -3, 0, -8, 58*, 4, -1.7, -4, -9
CCCS(=O)(=O)N1CCCC(C(=O)NCCCN2CCN(c3cccc(Cl)c3)CC2)C1 (stereo unspecified)
→ -0.6, ., -3, -30, -1, 0, 0.098, -10, -9
Cc1nc2ccc(Br)cn2c(=O)c1Cl
→ 1.0, -8, 4, -11, -18, -20, ., 7, 21
Cc1cc(NC(=O)CCC(=O)N(CC(=O)NCC2CCCO2)c2ccccc2C)no1 (stereo unspecified)
→ 0.7, 1, 0, -17[20 µM], -5, -7, 1.9, 0, 6
C(=N\n1cnnc1)/c1ccc(N2CCOCC2)cc1
→ 1.9, -10, 0, 7, -119, -12, -0.44, -1, 17
O=C(CCc1ccccc1)OCCN1CCOCC1
→ 1.9, ., -5, -5, -1, -2, 1.5, 3, 1
CCc1ccc(C(=O)COC(=O)c2n[nH]c3ccccc23)cc1
→ 0.1, -9, -12, -7, 0, -1, ., -2, 6
C=CCn1c(C(C)C)nc2ccccc21
→ -0.8, 28, 0, -16, -38, -13, 1, -7, 5
Cc1nnsc1-c1c(C(=O)N2CCOCC2)c(C)nn1-c1ccccc1
→ 0.5, 7, -5, -22, 4, 9, 0, -9, 0
CC(C)(C)NC(=O)C(c1ccncc1)N(Cc1ccco1)C(=O)c1ccc(-c2ccccc2)[nH]1 (stereo unspecified)
→ 0.2, -1, -5, -29, -97, 8, -5*, 3, 15
CCc1ccc(/C=N/NC(=O)c2cc(-c3cccc([N+](=O)[O-])c3)n[nH]2)cc1
→ 0.0, ., -6, 0, 17, -1, -0.22, -1, 4
Cc1c(Cl)cccc1NC(=S)NCC1COc2ccccc2O1 (stereo unspecified)
→ -0.8, 17, -3, -21, 30, -9, -1.2, -2, 1
Cc1c(C#N)c(O)n(CCO)c(=O)c1N=Nc1ccccc1
→ 1.1, ., -4, -5, -24, 5, -0.35, 6, 7
CO/N=C/c1cccn1-c1nccc(OC)c1C#N
→ -0.1, 26, -8, -19, -10, ., -0.59, -3, 2

Limited to PERK inhibitor, Calpain2 inh and KLK5 inh (four entries from above):
| compound | PERK inhibitor | Calpain2 inh | KLK5 inh |
| --- | --- | --- | --- |
| Cc1nc2ccc(Br)cn2c(=O)c1Cl | 1.0 | -18 | -20 |
| Cc1cc(NC(=O)CCC(=O)N(CC(=O)NCC2CCCO2)c2ccccc2C)no1 (stereo unspecified) | 0.7 | -5 | -7 |
| C(=N\n1cnnc1)/c1ccc(N2CCOCC2)cc1 | 1.9 | -119 | -12 |
| O=C(CCc1ccccc1)OCCN1CCOCC1 | 1.9 | -1 | -2 |

These rows are one share of the data. The share of hits here may be higher or lower than overall.
